Screening data (PubChem BioAssay)
Tb PYK inh = blocks Trypanosoma brucei pyruvate kinase. Potency, µM (doses to about 76.8 µM), inactives show at the highest dose activity, negative = inhibition, most hits filed as inhibitors. AID 624173. 410,000 compounds, 0.12% hits. TbPYK enzyme, Kinase-Glo Plus ATP luminescence, 45 min; further: potency means the concentration at half of the fitted maximal effect; on the % scale 0 is the no-effect control and ±100 the full control effect; nearly all actives have a fitted effect of over 50% in size
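Luminescence from Kinase-Glo Plus, added after a 45-minute room-temperature reaction, served as the end-point read-out. The enzyme and substrate were preincubated with compound before ADP (130 uM final) initiated turnover. Concentration-effect curves came from normalized qHTS data.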
LmPK inhibitor = blocks Leishmania mexicana pyruvate kinase activity; Potency, µM (highest dose often 57.5 µM), for inactives: at the top dose activity change, negative = inhibition, usual class: inhibitors; purified LmPK, Kinase-Glo ATP luminescence, 1 h; AID 1721; 290,000 compounds, 0.37% hits; Q27686; further: potency means the concentration at half of the fitted maximal effect; on the % scale 0 is the no-effect control and ±100 the full control effect
Target sequence (Q27686 whole entry, looked up): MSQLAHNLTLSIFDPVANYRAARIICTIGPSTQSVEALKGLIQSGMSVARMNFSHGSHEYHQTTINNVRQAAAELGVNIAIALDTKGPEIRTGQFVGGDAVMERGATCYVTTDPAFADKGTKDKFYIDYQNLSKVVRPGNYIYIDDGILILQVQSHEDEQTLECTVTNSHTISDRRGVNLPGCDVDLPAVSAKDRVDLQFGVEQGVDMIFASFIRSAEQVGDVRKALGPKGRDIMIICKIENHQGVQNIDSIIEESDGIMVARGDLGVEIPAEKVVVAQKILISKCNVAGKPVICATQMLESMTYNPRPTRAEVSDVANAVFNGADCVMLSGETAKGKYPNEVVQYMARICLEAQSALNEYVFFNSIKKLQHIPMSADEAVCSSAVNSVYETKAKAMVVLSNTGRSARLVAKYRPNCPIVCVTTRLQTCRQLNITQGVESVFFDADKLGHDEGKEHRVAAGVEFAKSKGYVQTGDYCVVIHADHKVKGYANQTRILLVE
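qHTS format; LmPK 0.1 nM; substrates PEP 0.5 mM and ADP 0.1 mM. One-hour room-temperature incubation, then coupled luciferase luminescence; 0.5 nM enzyme wells mark activation.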
Shiga inhibitor = inhibitors of Shiga toxin in Vero cells | Vero cells, Shiga toxin protein synthesis inhibition reporter | AID 2315 | 290,000 compounds, 9.2% hits | inhibition, % at 38.7 µM; in the data active means inhibition mostly above about 28%, no sharp cut-off; inactive means mostly below about 43%; further: 0% is about no effect
Cycloheximide cs = counter-screen for Shiga toxin inhibitors: cycloheximide protein synthesis inhibition; AID 2314; max response, %; cell reporter, cycloheximide protein synthesis inhibition counterscreen; 300,000 compounds, 12% hits; in the data active means max response mostly above about 13%, no sharp cut-off; inactive means mostly below about 14%; further: read at 38.3 µM for the half of the compounds with a filed dose; 0% is about no effect
Pf growth 96h = P. falciparum growth inhibition at 96 hours; P. falciparum luciferase reporter growth, 96 h; Potency, µM (titrated, usually from 28.7 µM), without a hit: at the top dose activity change, negative = inhibition, hits mostly inhibitors; 320,000 compounds, 6.9% hits; AID 504834; further: potency means the concentration at half of the fitted maximal effect; on the % scale 0 is the no-effect control and ±100 the full control effect
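Cell-based qHTS: luciferase-tagged P. falciparum in erythrocytes (2% hematocrit, 0.05% parasitemia final) incubated with compounds for 96 hours, 37 C, 5% CO2; luciferase detection reagent then added and luminescence measured.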
Pf growth 48h = P. falciparum growth inhibition at 48 hours (one generation); Potency, µM (titrated, usually from 28.7 µM), for the others: at the highest dose activity change, negative = inhibition, hits mostly inhibitors; P. falciparum luciferase growth in erythrocytes, 48 h; 310,000 compounds, 5.9% hits; AID 504832; further: potency means the concentration at half of the fitted maximal effect; on the % scale 0 is the no-effect control and ±100 the full control effect
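A one-generation exposure of luciferase-tagged malaria parasites in RPMI 1640/Albumax erythrocyte culture, 37 C and 5% CO2. Inhibition is inferred from decreased luminescence after adding detection reagent.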
HCV inh = blocks hepatitis C virus; Potency, µM (doses to about 41.8 µM), for inactives: at the top dose activity change, negative = inhibition, hits mostly inhibitors; Huh7.5.1 HCVcc-Cre infection, luciferase reporter, 44 h; 340,000 compounds, 3.4% hits; further: potency means the concentration at half of the fitted maximal effect; on the % scale 0 is the no-effect control and ±100 the full control effect
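Cells seeded at 1,000/well and cultured 4 h, then compounds added followed by HCVcc-Cre virus (~0.5 moi). After 44 h further culture, luciferase substrate was added, plates held 15 min at room temperature, and luminescence read for 15 sec.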
Active calls of the source: *; u = inconclusive; x = no result given; & = joins results of further samples; [ ] = remark or other dose. Unless noted, the call rests on the fitted dose curve; in most records, active means well fitted curve in the direction sought with a large enough effect; inconclusive means small, poorly fitted or top-dose-only effect, or another doubt; inactive means no such curve, though single readings can be large; an effect the other way counts as inactive or inconclusive. Hits appear at their usual frequency; about 24% have a hit in one of these screens.

SMILES	Tb PYK inh	LmPK inhibitor	Shiga inhibitor	Cycloheximide cs	Pf growth 96h	Pf growth 48h	HCV inh
O=C(Cc1ccc(F)cc1)Oc1ccc(C(=S)N2CCCC2)cc1	1%	-1%	15	-2	-19%	-12%	9%
CCCCc1cc(=O)oc2c(C)c(OCC(=O)NCCN3CCOCC3)ccc12	7%	11%	-5	-4	u	u	-28%
CCCCCCN=C(C)c1ccccc1O	0%	0%	-9	1	71%[activator]	61%[activator]	14%
O=C(CCC1CCCN(C(=O)c2cncs2)C1)NCc1ccc(F)c(F)c1 (configuration not stated)	-11%	5%	-9	21	8.3µM*	46%[activator]	19%
c1cc2c(cc1CCNC1C3CC4CC(C3)CC1C4)OCO2 (configuration not stated)	29%	0%	-5	-5	u	u	u
CCC(CC)NC(=O)Cc1ccccc1[N+](=O)[O-]	-1%	7%	-6	15	7%	-8%	6%
Nc1c2c(nc3cccc(Cl)c13)N(c1ccccc1)CC2	2%	2%	3	2	7.4µM*	17%	-3%
CCOC(=O)c1nn(-c2ccccc2F)c2nc(-c3ccco3)c(C#N)c(=O)n12	-12%	6%	-17	-1	u	-9%	19%
CCOC(=O)c1ccc(NC(=O)C2(c3ccccc3)CCOCC2)cc1	-2%	0%	17	-1	u	u	13%
Clc1ncccc1-c1nnn(-c2ccccc2Br)n1	1%	-6%	73*	34*	134%[activator]	104%[activator]	-10%
CCc1ccc(C2CC(=O)N3CN(c4ccccc4)CSC3=C2C#N)cc1 (configuration not stated)	4.5µM*	-11%	19	8	265%[activator]	x	1%
CCOc1ccccc1N(CC(=O)Nc1ccc(S(=O)(=O)N2CCOCC2)cc1)S(C)(=O)=O	2%	-4%	-6	-3	-14%	u	2%
CCN1C(=O)[C@H]2[C@@H](c3ccc(C)cc3)N3C(=O)N(c4ccc(C)cc4)C(=O)[C@@]3(Cc3ccc(Cl)cc3)[C@H]2C1=O	-5%	2%	4	-3	u	u	9%
CCN1C(=O)c2cccc3c(S(=O)(=O)N4CCCC4C(=O)O)ccc1c23 (configuration not stated)	1%	-4%	-9	-6	16%	26%	9%
CN1CCN(C(=O)C2=C[C@@H](C3CCCCC3)C[C@@H](OCc3ccc(CO)cc3)O2)CC1	3%	6%	18	-2	u	-2%	-5%
Cn1c(Cc2ccccc2)nnc1SCC(=O)Nc1ccc2c(c1)OCO2	2%	-1%	-9	-2	x	-12%	-8%
Nc1c(Cl)c(Cl)nc(C(=O)OCC(=O)NC2CCCCC2)c1Cl	9%	2%	-3	-4	31%[activator]	14%	-12%
COc1ccc(CCNC(=S)c2ccccc2)cc1OC	2%	10%	21	-1	5.2µM*	4.7µM*	8.9µM*
CC(O)[C@H]1CNC(=O)C(=O)N1CCc1cccc(F)c1 (some centres not stated)	-2%	1%	-6	-3	31%[activator]	-4%	12%
O=C(CN1C(=O)NC2(CCc3ccccc32)C1=O)c1ccc(Cl)cc1 (configuration not stated)	2%	x	x	x	10%	12%	-11%
O=C(Oc1ccc(-c2nccc(-c3ccccn3)n2)cc1)c1cccc(C(F)(F)F)c1	-2%	0%	-9	1	288%[activator]	98%[activator]	16%
CC1=CC(=O)C(C(C)C)=CC1=NC(=O)c1ccc(C)cc1	u	1%	-5	-1	9%	u	-4%
CC(C)N(C(=NCc1ccccc1)NC(=O)c1ccccc1)C(C)C	-5%	x	x	x	-9%	u	-6%
CCCCC#Cc1ccccc1CC(=O)Nc1ccccc1	1%	0%	2	3	u	u	-10%
COc1ccccc1NCC(=O)N/N=C(\C)c1cccs1	-1%	12%	27	26	-5%	35%[activator]	-4%
CCOc1ccccc1NC(=O)c1cccc2c1C(=O)N(C1CCCCC1)C2	-1%&1%	12%	-5	0	-20%	u	u
NC(=O)c1ccc(NC(=O)COC(=O)c2ccc(Br)o2)cc1	0%	x	x	x	-1%	6%	17%
FC(F)(F)Oc1ccc(NC(=S)Nc2ccccc2N2CCOCC2)cc1	-9%	5%	-9	-1	11%	u	-3%
O=C(CNc1ccccc1)N/N=C/c1c[nH]c2ccccc12	1%	8%	7	13	u	12%	2%
CCc1cccc(CC)c1NC(=O)Cn1c(-c2ccccc2Cl)nc2ccccc21	-2%	1%	37*	22*	5%	39%[activator]	10%
CC1(C)Oc2ccc(C(=O)Nc3ccccc3)cc2N(CC#N)C1=O	3%	0%	38*	18*	2.9µM*	-5%	-16%
CCCCC(CC(O)COCCC)C(=O)NN (configuration not stated)	-1%	4%	-5	-3	u	18%	14%
CC(=O)N1CCN(C(=O)c2cccc(S(=O)(=O)N3CCN(c4ccccc4)CC3)c2)CC1	-1%	x	x	x	-30%	u	4%
FC(F)(F)c1nnc2ccc(NCn3nnc4ccccc43)nn12	-6%	6%	5	8	u	10%	-13%
c1ccc(CSc2ncn[nH]2)nc1	0%	2%	7	-1	5.2µM*	6%	8%
C[C@@]12CCC3[C@@](CCC4[C@@]3(C)CCC[C@@]4(C)C(=O)NCc3ccccc3)(CC1=O)C2 (some centres not stated)	-17%	x	x	x	22%	10%	-19%
Cc1cc(C)c(C)c(S(=O)(=O)N2CCN(CC(=O)Nc3sccc3C#N)CC2)c1C	3%	1%	-1	-4	u	u	u
COc1nc(NC(C)C)nc(NC(C)C)n1	0%	-10%	-17	-2	12%	x	-6%
c1ccc2c(c1)c1ccccc1n2CN1CCOCC1	-5%	-2%	34	-2	-23%	7%	-16%
Cn1c(C(=O)NC2CCCCC2)cc2c(=O)n(C)c3ccccc3c21	7%	14%	-16	-6	10µM*	x	u

Five entries from above in another layout.
mol,Tb PYK inh,LmPK inhibitor,Shiga inhibitor,Cycloheximide cs,Pf growth 96h,Pf growth 48h,HCV inh
CC1(C)Oc2ccc(C(=O)Nc3ccccc3)cc2N(CC#N)C1=O,3%,0%,38*,18*,2.9µM*,-5%,-16%
CCCCC#Cc1ccccc1CC(=O)Nc1ccccc1,1%,0%,2,3,u,u,-10%
COc1nc(NC(C)C)nc(NC(C)C)n1,0%,-10%,-17,-2,12%,x,-6%
CC(C)N(C(=NCc1ccccc1)NC(=O)c1ccccc1)C(C)C,-5%,x,x,x,-9%,u,-6%
CC1=CC(=O)C(C(C)C)=CC1=NC(=O)c1ccc(C)cc1,u,1%,-5,-1,9%,u,-4%

Following part:
SMILES	Tb PYK inh	LmPK inhibitor	Shiga inhibitor	Cycloheximide cs	Pf growth 96h	Pf growth 48h	HCV inh
COc1ccc(CNC(=O)CN2C(=O)COc3ccc(S(=O)(=O)NC4CCCC4)cc32)cc1	0%&2%	-1%	-2	-1	12%	31%[activator]	u
COC(=O)c1sccc1NC(=O)Nc1ccc(F)cc1F	-11%	-10%	-8	10	12µM*	-2%	19%
Cc1cccc(NC(=O)NNC(=O)COc2ccc([N+](=O)[O-])cc2)c1C	-3%	-7%	-16	-4	u	-3%	-18%
Cc1ccnc(NC(=O)CCNC(=O)c2ccccc2Cl)c1	5%	0%	124*	35*	58%[activator]	137%[activator]	10%
Cc1cc(C)nc(Sc2ccc(/C=C(\C#N)C(N)=O)o2)n1	1%	1%	3	1	-6%	3%	7%
O=c1sc2ccccc2n1Cc1ccccc1	7%	1%	-9	4	u	-10%	6%
CCN(CC)S(=O)(=O)c1ccc(/C=C/C(=O)OCC(=O)NCc2ccc3c(c2)OCO3)cc1	0%	-4%	-11	2	9%	43%[activator]	u
CC(=O)c1ccc(NC(=O)COC(=O)C2C3CC4OC(=O)C2C4C3)cc1 (configuration not stated)	0%	-2%	47	34	7%	-11%	-1%
Cc1nc(SCC(=O)c2cc3ccccc3oc2=O)c(C#N)c(-c2cccs2)c1C(=O)Nc1ccccc1	-7%	-6%	10	-3	u	u	-21%
COc1ccccc1CNC(=O)c1cccs1	-10%	2%	32	16	-27%	-30%	-4%
COCC1CCCCN1C(=O)c1ccc(OC)c(OC2CCN(C(C)C)CC2)c1 (configuration not stated)	8%	-1%	93*	57*	61%[activator]	10%	u
CCOC(=O)c1cc(C)sc1/N=C/C1C(=O)CCCC1=O	-8%	-2%	-3	-1	-19%	19%	26%

3 entries from above in a different format:
Every second line gives: Tb PYK inh | LmPK inhibitor | Shiga inhibitor | Cycloheximide cs | Pf growth 96h | Pf growth 48h | HCV inh
- Cc1cccc(NC(=O)NNC(=O)COc2ccc([N+](=O)[O-])cc2)c1C
    -3% | -7% | -16 | -4 | u | -3% | -18%
- Cc1ccnc(NC(=O)CCNC(=O)c2ccccc2Cl)c1
    5% | 0% | 124* | 35* | 58%[activator] | 137%[activator] | 10%
- Cc1cc(C)nc(Sc2ccc(/C=C(\C#N)C(N)=O)o2)n1
    1% | 1% | 3 | 1 | -6% | 3% | 7%
